Screens from PubChem.
PTHR1 agonist – PTHR1 (human) receptor agonism | HEK293 GP2 PTHR1 cells, GloSensor cAMP luminescence, 1 h | Potency, µM (doses to about 115 µM), for inactives: top-dose activation, usual class: activators | actives 0.075% (n = 410,000) | AID 743266; note: nearly all actives have a fitted effect of over 55% in size; some results filed as inactive show a strong effect at the top dose; inactives centre near -15; many of its hits are not listed in these tables
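HEK-293-derived GP2 cells expressing PTHR1 and a GloSensor cAMP reporter, 3,000/well, plated overnight, given luciferin plus IBMX (each 0.5 mM as added) for 1 h at 37 °C, then compound for 1 h at 37 °C. Luminescence was read after 15 min at room temperature.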
EPAC1 agonist – agonists of human EPAC1; O95398; actives 0.073% (n = 360,000); Potency, µM (titrated, usually from 154 µM), for inactives: at the top dose activation, usual class: activators; EPAC1 agonist qHTS, biochemical assay; response scale: 100% = response to 6.5 mM cAMP; note: nearly all actives have a fitted effect of over 60% in size
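Read-out is the fluorescence drop as BODIPY-GDP leaves Rap1B (480 nm excitation, 540 nm emission), recorded every 5 minutes over 30 minutes. Reactions held 100 nM EPAC1, 250 nM Rap1B–BODIPY-GDP and 50 uM GDP, with 6.5 mM cAMP setting full activation.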
EPAC2 antagonist – blocks human EPAC2 exchange factor | actives 0.18% (n = 360,000) | Potency, µM (series often up to 114 µM), for the others: top-dose activity, negative = inhibition, usual class: inhibitors | Q8WZA2 | EPAC2 GEF exchange of Rap1B-BODIPY-GDP, fluorescence | AID 720708; note: % is set by controls: 0 for no effect and ±100 for the full control effect; nearly all actives have a fitted effect of over 45% in size; many of its hits are not listed in these tables
Target sequence (Q8WZA2 whole entry, looked up): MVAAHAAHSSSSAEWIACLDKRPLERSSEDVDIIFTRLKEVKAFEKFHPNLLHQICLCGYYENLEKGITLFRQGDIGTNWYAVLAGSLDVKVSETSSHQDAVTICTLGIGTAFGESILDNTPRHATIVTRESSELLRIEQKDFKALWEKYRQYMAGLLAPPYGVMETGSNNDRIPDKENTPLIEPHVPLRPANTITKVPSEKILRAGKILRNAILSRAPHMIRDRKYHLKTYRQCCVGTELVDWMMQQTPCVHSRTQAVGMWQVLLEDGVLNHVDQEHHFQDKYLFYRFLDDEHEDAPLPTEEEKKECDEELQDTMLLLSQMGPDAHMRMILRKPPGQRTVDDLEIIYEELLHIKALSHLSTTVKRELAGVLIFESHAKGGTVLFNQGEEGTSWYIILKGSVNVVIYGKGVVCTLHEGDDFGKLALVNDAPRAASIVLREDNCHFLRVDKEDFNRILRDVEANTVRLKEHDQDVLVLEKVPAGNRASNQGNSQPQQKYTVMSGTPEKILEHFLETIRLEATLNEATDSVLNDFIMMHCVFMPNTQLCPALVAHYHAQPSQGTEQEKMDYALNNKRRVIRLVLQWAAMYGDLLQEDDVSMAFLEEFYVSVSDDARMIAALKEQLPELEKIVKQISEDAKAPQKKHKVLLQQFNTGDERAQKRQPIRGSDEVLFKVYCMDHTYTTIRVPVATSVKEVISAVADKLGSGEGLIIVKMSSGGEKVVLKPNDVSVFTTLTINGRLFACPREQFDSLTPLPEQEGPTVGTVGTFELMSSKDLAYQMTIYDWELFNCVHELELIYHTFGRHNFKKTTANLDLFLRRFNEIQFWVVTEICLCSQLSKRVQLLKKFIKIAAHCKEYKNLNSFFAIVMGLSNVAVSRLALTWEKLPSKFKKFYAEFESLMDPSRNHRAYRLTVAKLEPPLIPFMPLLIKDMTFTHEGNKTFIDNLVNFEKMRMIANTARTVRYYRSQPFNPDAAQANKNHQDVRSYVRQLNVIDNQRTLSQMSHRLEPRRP
aSyn yeast inh – rescues yeast growth from alpha-synuclein toxicity; Yeast expressing alpha-synuclein, growth rescue, BacTiter-Glo, 24 h; Potency, µM (doses to about 46.1 µM), for the others: at the highest dose growth rescue (activation), usual class: activators; actives 0.14% (n = 370,000); note: % of control where 0% means no effect; nearly all actives have a fitted effect of over 65% in size
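Screening used galactose-induced yeast with toxic alpha-synuclein levels, exposed to compound for 24 hr at 30 deg C. Cell growth, read with BacTiter-Glo luminescence, gave the measured signal.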
FUS yeast rescue – FUS proteinopathy suppression in yeast | Potency, µM (top dose mostly 76.6 µM), for the others: top-dose growth rescue (activation), most hits filed as activators | actives 0.24% (n = 390,000) | S. cerevisiae FUS-expressing, growth rescue, OD600, 24 h;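 note: plate controls were DMSO vehicle for no effect and reference control for full effect; nearly all actives have a fitted effect of over 55% in size; some results filed as inactive show a strong effect at the top dose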
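Galactose (2%) drives FUS expression in yeast precultured in raffinose; seeding density OD 0.005. Test compounds incubated 24hr at 30C and 99% humidity before absorbance at 600 nm was measured.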
TDP43 rescue – TDP-43 toxicity inhibition in yeast; TDP-43 expressing yeast growth rescue, BacTiter-Glo, 24 h; Potency, µM (top dose mostly 46.1 µM), inactives show at the top dose growth rescue (activation), hits mostly activators; actives 1.8% (n = 410,000); AID 652104; note: % of control where 0% means no effect; nearly all actives have a fitted effect of over 50% in size
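Growth rescue of TDP-43-toxic yeast measured as ATP luminescence (BacTiter-Glo). Cells grown to mid-log in raffinose, induced in galactose at OD600=0.02, exposed to compound 24 hr at 30 deg C.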
EPAC1 antag – blocks human EPAC1 exchange factor; O95398; EPAC1 GEF assay, Rap1b-BODIPY-GDP exchange fluorescence; Potency, µM (top dose mostly 115 µM), for inactives: top-dose activity change, negative = inhibition, actives largely listed as inhibitors; actives 0.14% (n = 360,000);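 note: plate controls were vehicle for no effect and positive control for full effect; nearly all actives have a fitted effect of over 50% in size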
EPAC2 agonist – activates human EPAC2 exchange factor | Q8WZA2 | EPAC2 activation, biochemical qHTS; response scale: 100% = 6.5 mM cAMP response | Potency, µM (top dose mostly 154 µM), for inactives: top-dose activation, hits mostly activators | actives 0.079% (n = 360,000) | AID 720711; note: nearly all actives have a fitted effect of over 50% in size
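Compounds were titrated in qHTS against a Rap1B-BODIPY-GDP (250 nM) complex with EPAC2 (100 nM) and GDP (50 uM). BODIPY-GDP release tracked at 480/540 nm over 30 min at room temperature, normalized to 6.5 mM cAMP.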
* marks the source's active call; other numbers are inactive results; i = inactive; ? = inconclusive; · = no result given; [ ] = remark or other dose. Calls come from the whole dose curve; as a rule, active = well fitted curve in the direction sought with a large enough effect; inconclusive = small, poorly fitted or top-dose-only effect, or another doubt; inactive = no such curve, though single readings can be large; an effect the other way counts as inactive or inconclusive. Potency is the fitted concentration of half-maximal effect. An excerpt; rates above refer to the full screens.

(1) NC(=O)c1ccc(NC(=O)COc2ccc([N+](=O)[O-])cc2Cl)cc1
(2) CC(OC(=O)Cn1[nH]c(=O)c2ccccc2c1=O)C(=O)Nc1ccc(F)cc1 (stereo not drawn)
(3) O=C(COC(=O)c1ccc(S(=O)(=O)N2CCc3ccccc3C2)cc1)NC1CCS(=O)(=O)C1 (stereo not drawn)
(4) O=c1c2ccccc2[nH]c(=S)n1Cc1cccnc1
(5) Cc1cc([N+](=O)[O-])ccc1NC(=O)CSc1nncn1-c1ccccn1
(6) O=C1CCCN1CC1CCCN(Cc2nc(COc3ccccc3)no2)C1 (stereo not drawn)
screen / no.	1	2	3	4	5	6
PTHR1 agonist	i	i	-9%	-26%	i	i
EPAC1 agonist	2%	-2%	0%	1%	0%	-9%
EPAC2 antagonist	7%	15%	-21%	4%	3%	1%
aSyn yeast inh	1%	-4%	4%	-1%	-7%	0%
FUS yeast rescue	20%	6%	4%	-2%	17%	-11%
TDP43 rescue	-2%[9.22 µM]	13%	-7%[0.397 µM]	-26%	-6%	-5%
EPAC1 antag	-3%	-3%	0%	13%	20%	0%
EPAC2 agonist	-4%	-3%	1%	5%	-6%	0%

(7) Oc1ccc(/C=N/Nc2ccccc2)cc1
(8) CCOC(=O)c1nn(C)c(=S)n(C)c1=O
(9) COc1cc(C2Nc3cccc4cccc(c34)N2)cc(OC)c1OC(C)=O
(10) COc1ccc(OCCCC(=O)OCC(=O)NNC(=O)c2ccc([N+](=O)[O-])cc2)cc1
(11) O=C(CSc1nc2c(sc3ccccc32)c(=O)n1-c1ccccc1)NCc1ccco1
(12) CC1(Cc2cccc(C(F)(F)F)c2)C(=O)Nc2ccc(-c3ccc(F)c(Cl)c3)cc21 (stereo not drawn)
screen / no.	7	8	9	10	11	12
PTHR1 agonist	i	i	-1%[57.5 µM]	i	i	-11%
EPAC1 agonist	6%	-3%	-19%	-3%	15%	-5%
EPAC2 antagonist	5%	8%	2%	0%	-4%	0%
aSyn yeast inh	1%	6%	-2%	7%	6%	-3%
FUS yeast rescue	-8%	-11%	30%	11%	1%	27%
TDP43 rescue	0%	-10%	-8%	11%	17%	19%
EPAC1 antag	-9%	4%	-12%	-1%	-8%	-19%
EPAC2 agonist	7%	2%	-2%	1%	15%	-4%

(13) COc1ccc(N2C(=O)C(CC(N)=O)N(NC(=O)c3cccc(OC)c3)C2=S)cc1 (stereo not drawn)
(14) COc1ccc(S(=O)(=O)N2CCC(C(=O)NCc3ccccn3)CC2)cc1Cl
(15) CCOC(=O)C1CCCN(S(=O)(=O)c2ccc(C)cc2)C1 (stereo not drawn)
(16) Cc1cc(NC(=O)CSc2nnc(-c3cccnc3)n2N)no1
(17) Cc1cc2nc(-c3ccncc3)cc(C(F)(F)F)n2n1
(18) COc1ccc(N2CCN(C(=O)CN(c3ccc(Br)cc3)S(C)(=O)=O)CC2)cc1
screen / no.	13	14	15	16	17	18
PTHR1 agonist	9%	-3%[57.5 µM]	-8%	i	i	?
EPAC1 agonist	2%	1%	7%	8%	7%	-2%
EPAC2 antagonist	23%	9%	-3%	-7%	5%	10%
aSyn yeast inh	-6%	5%	15%	0%	5%	-2%
FUS yeast rescue	12%	-4%	-19%	14%	-17%	20%
TDP43 rescue	10%	6%	-1%	16%	20%[9.22 µM]	-11%
EPAC1 antag	-22%	-7%	-13%	-3%	-4%	8%
EPAC2 agonist	7%	3%	5%	12%	2%	8%

(19) O=C(c1cccs1)N1C[C@@H](O)[C@H](n2cc(-c3ccc(F)cc3)nn2)C[C@@H]1c1ccc(Cl)cc1
(20) O=C(N/N=C/c1ccc2c(c1)OCO2)c1sc2cccc(Cl)c2c1Cl
(21) CN(Cc1cc(Cl)cc(Cl)c1)[C@H]1C[C@H]2c3[nH]c4ccccc4c3CCN2C(=O)[C@H]1CO
(22) CCc1ccc(NC(=O)C(C)OC(=O)/C=C/c2cccc([N+](=O)[O-])c2)cc1 (stereo not drawn)
(23) O=C(c1cc(COc2ccc(F)cc2Cl)on1)N1CCSCC1
(24) O=C(COc1ccccc1)NCCn1ccc2ccccc21
screen / no.	19	20	21	22	23	24
PTHR1 agonist	-15%	-4%	-73%[inhibitor]	-6%	-13%	-15%[57.5 µM]
EPAC1 agonist	-8%	-1%	-3%	0%	10%	10%
EPAC2 antagonist	0%	12%	3%	-10%	-14%	-10%
aSyn yeast inh	16%	7%	0%	1%	7%	10%
FUS yeast rescue	?	·	-15%	12%	-6%	-3%
TDP43 rescue	22%	21%	18%	-8%	?	21%
EPAC1 antag	-20%	7%	16%	-27%	-16%	-4%
EPAC2 agonist	14%	-1%	20%	14%	-1%	13%

(25) C=CCSc1nnc(CNC(=O)c2ccccc2C)n1C(C)C
(26) O=C(CSc1nnc(Nc2ccccc2)s1)Nc1cccc(S(=O)(=O)N2CCCCC2)c1
(27) NC(=O)c1c(NC(=O)C2CCCO2)sc2c1CCC2 (stereo not drawn)
(28) COc1ccc(NC(=O)COC(=O)C2C3CC4OC(=O)C2C4C3)cc1 (stereo not drawn)
(29) COc1ccc(COCC(O)CN2CCC(C(N)=O)CC2)cc1OC (stereo not drawn)
(30) CC1(C)Cc2nc3sc4c(SCC(=O)O)ncnc4c3cc2CO1
screen / no.	25	26	27	28	29	30
PTHR1 agonist	-30%	-37%[inhibitor]	i	i	i	-25%
EPAC1 agonist	-3%	11%	4%	1%	4%	3%
EPAC2 antagonist	15%	-2%	-1%	3%	0%	-4%
aSyn yeast inh	0%	2%	3%	-5%	2%	-2%
FUS yeast rescue	-1%	25%	?	3%	9%	-2%
TDP43 rescue	-7%	4%	0%	-2%	-10%[9.22 µM]	20%
EPAC1 antag	4%	-25%	-1%	13%	-6%	1%
EPAC2 agonist	6%	0%	3%	3%	1%	7%

Some of these compounds in order of number of heavy atoms, descending:
(26) O=C(CSc1nnc(Nc2ccccc2)s1)Nc1cccc(S(=O)(=O)N2CCCCC2)c1
(30) CC1(C)Cc2nc3sc4c(SCC(=O)O)ncnc4c3cc2CO1
(25) C=CCSc1nnc(CNC(=O)c2ccccc2C)n1C(C)C
(24) O=C(COc1ccccc1)NCCn1ccc2ccccc21
screen / no.	26	30	25	24
PTHR1 agonist	-37%[inhibitor]	-25%	-30%	-15%[57.5 µM]
EPAC1 agonist	11%	3%	-3%	10%
EPAC2 antagonist	-2%	-4%	15%	-10%
aSyn yeast inh	2%	-2%	0%	10%
FUS yeast rescue	25%	-2%	-1%	-3%
TDP43 rescue	4%	20%	-7%	21%
EPAC1 antag	-25%	1%	4%	-4%
EPAC2 agonist	0%	7%	6%	13%

(more compounds)
(31) O=C(CSc1ccc(Cl)cc1)Nc1ccc(NC(=O)c2ccco2)cc1
(32) N#Cc1ccc(C2=CC(=O)C[C@H](c3ccc(Cl)cc3)C2)cc1
(33) Cc1ccc(SCC(=O)N2N=CCC2c2ccccc2)cc1 (stereo not drawn)
(34) O=C(N1CCCCCC1)N1CCN(S(=O)(=O)N2CCCCC2)CC1
(35) COC(=O)c1ccc(NS(=O)(=O)c2ccc(SC)cc2)cc1
(36) CCOC(=O)Cn1c(=O)c2c(nc(Br)n2Cc2ccc(Cl)cc2)n(C)c1=O
screen / no.	31	32	33	34	35	36
PTHR1 agonist	i	i	-18%	-1%	-5%[57.5 µM]	i
EPAC1 agonist	-1%	2%	4%	-3%	3%	-4%
EPAC2 antagonist	11%	-19%	-8%	10%	6%	8%
aSyn yeast inh	-4%	?	-9%	-5%	-12%	-18%
FUS yeast rescue	-4%	26%	7%	-12%	-16%	·
TDP43 rescue	-12%	18µM*	-10%	10%	-9%	-19%
EPAC1 antag	10%	-12%	-30%	3%	12%	6%
EPAC2 agonist	-5%	6%	13%	0%	6%	6%

(37) NC(=O)CC(NC(=O)Cc1ccc(Br)cc1)c1ccc(NC2CCCCCCC2)c([N+](=O)[O-])c1 (stereo not drawn)
(38) CC(Sc1nnc(NC2CCCCC2)s1)C(=O)Nc1ccc2c(c1)C(=O)c1ccccc1C2=O (stereo not drawn)
(39) Cc1cc(C)c(OCC(=O)Nc2nnn(C)n2)c(Br)c1
(40) Cc1ccc(C)c(NC(=O)COC(=O)c2ccc3c(c2)OCCO3)c1
(41) CC(=O)OCC1=C(C(=O)O)N2C(=O)C(NC(=O)CCn3nc(C)c(Cl)c3C)C2SC1 (stereo not drawn)
(42) COC(=O)/C=c1/s/c(=C(/C#N)C(=O)N2CCOCC2)n(-c2ccccc2)c1=O
screen / no.	37	38	39	40	41	42
PTHR1 agonist	-57%[inhibitor]	-13%	i	i	-16%	-11%[57.5 µM]
EPAC1 agonist	-10%	-4%	4%	-10%	-2%	2%
EPAC2 antagonist	-13%	16%	-4%	-12%	5%	-1%
aSyn yeast inh	3%	2%	-13%	1%	0%	1%
FUS yeast rescue	3%	?	-2%	-14%	-13%	-14%
TDP43 rescue	19%	35µM*	?	?	-8%	-7%
EPAC1 antag	-1%	-6%	5%	-9%	-2%	-6%
EPAC2 agonist	-43%[inhibitor]	-2%	5%	-2%	-3%	4%

(43) CN1CCN(NC(=O)c2cccc(S(=O)(=O)N3CCCCCC3)c2)CC1
(44) N#CCSc1nnc(-c2sc3ccccc3c2Cl)o1
(45) COc1ccccc1N(CC(=O)NCCc1ccccc1)C(=O)CCC(=O)Nc1nccs1
(46) COc1ccccc1-c1cc2c(c3c1ccn3C)C1CCC2C1 (stereo not drawn)
(47) Cc1cc(=O)oc2cc(OCC(=O)N3CCN(C(=O)C4COc5ccccc5O4)CC3)c(Cl)cc12 (stereo not drawn)
(48) COc1ccc(-c2coc3c(C(=O)NC4CCCCC4)cccc23)c(C)c1
(49) COc1ccc(-n2c(Cc3cccn3C)nnc2SCC(N)=O)cc1
screen / no.	43	44	45	46	47	48	49
PTHR1 agonist	12%	i	-25%	-14%	i	-39%[inhibitor]	-3%
EPAC1 agonist	-2%	-9%	1%	6%	9%	7%	-2%
EPAC2 antagonist	1%	0%	2%	-5%	-8%	-2%	3%
aSyn yeast inh	2%	3%	1%	-19%	0%	2%	-7%
FUS yeast rescue	-6%	5%	7%	13%	19%	20%	6%
TDP43 rescue	13%	?	-16%	16%	9%	19%	11%
EPAC1 antag	4%	-2%	-25%	-10%	-9%	-7%	-9%
EPAC2 agonist	7%	-2%	8%	8%	4%	15%	8%
